PTEN del growth: growth suppression of PTEN-null HCT116, primary screen, cell-based, CellTiter-Glo; HCT116 PTEN-null viability, 60 h; hits give low values; actives 1.2% (n = 140,000); viability, % at 10 µM;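 active = viability at or below a set limit, 4 SD under the median of all tested compounds, cut at about 3.7% in these data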;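 note: PTEN knockout HCT116 line with beta catenin targeted HCT116 as companion control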
Yeast growth inh: growth inhibitors of yeast BB579 in restrictive medium, primary screen, yeast lifespan-shortening project, S. cerevisiae | OD615, 48 h | inhibition, % at 10 µM | actives 0.51% (n = 140,000);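 active = inhibition above a set limit, 3 SD over the mean compound inhibition, cut at about 44% in these data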; note: inactives centre near -24
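Material: Saccharomyces cerevisiae DeaD strain BB579, replicative lifespan model yeast; buffer or medium: CSMM-D restrictive synthetic medium containing dextrose (glucose); compound: 10 µM single dose, DMSO 0.25%; timing: 48 h compound exposure at 30 °C after 4 h preincubation; signal: turbidity as optical density at 615 nm; benchmarks: positive control amphotericin B 10 µg/mL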
MRP1 act: H69AR viability gain despite doxorubicin, primary screen, MRP-1 activator project, H69AR cells, CellTiter-Glo; viability rescue; viability increase, % at 10 µM; actives 0.61% (n = 140,000); AID 799, 2007;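 active = viability gain under doxorubicin at or above a set limit, the compound median plus 3 SD, cut at about 4.7% in these data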;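 note: MRP-1 overexpressing cells given doxorubicin 25 µM after compound pretreatment; 18-22 h compound pretreatment then 72 h with doxorubicin before readout; 0% = doxorubicin-only wells and 100% = vehicle-treated cells without doxorubicin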
NPY Y2 blocker: NPY-Y2 receptor antagonists, primary screen, cell-based; Neuropeptide Y receptor type 2 (Homo sapiens), P49146; actives 0.99% (n = 140,000); NPY-Y2 expressing cells, antagonist mode; inhibition, % at 2.7 µM; in the data active = inhibition above about 17%;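 note: 0% = vehicle with agonist challenge and 100% = reference antagonist with challenge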
Target sequence (P49146 whole entry, looked up): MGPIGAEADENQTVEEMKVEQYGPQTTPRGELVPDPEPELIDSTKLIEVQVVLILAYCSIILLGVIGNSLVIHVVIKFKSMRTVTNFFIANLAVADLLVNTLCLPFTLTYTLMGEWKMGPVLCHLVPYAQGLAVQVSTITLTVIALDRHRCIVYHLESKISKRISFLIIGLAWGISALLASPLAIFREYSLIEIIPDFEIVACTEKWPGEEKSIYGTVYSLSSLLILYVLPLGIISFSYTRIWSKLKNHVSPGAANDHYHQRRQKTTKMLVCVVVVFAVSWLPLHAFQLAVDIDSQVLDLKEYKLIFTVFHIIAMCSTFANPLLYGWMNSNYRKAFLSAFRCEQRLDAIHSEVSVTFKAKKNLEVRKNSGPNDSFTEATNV
Yeast life ext: compounds extending yeast replicative lifespan, primary screen, S. cerevisiae, OD615 | S. cerevisiae growth with nicotinamide; deaD strain in restrictive glucose medium | inhibition of the nicotinamide effect, % at 10 µM | actives 0.68% (n = 130,000);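 active = inhibition above a set limit, placed 3 SD over the median of all compounds, cut at about 26% in these data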;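 note: 0% = nicotinamide-treated wells and 100% = cells grown without nicotinamide; some compounds called inactive have numbers as strong as hits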
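System: DeaD-strain S. cerevisiae / Buffer or medium: CSMM-D, restrictive glucose (dextrose) synthetic minimal medium / Probe or stimulus: nicotinamide, 1.5 mM, co-present with compound / Compound: one concentration, 10 µM, DMSO 0.25% / Incubation: 48 h compound exposure at 30 °C, humidified / Technique: optical density (absorbance) at 615 nm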
HCT116 bCat-KO: primary screen for growth suppressors in beta-catenin knockout HCT116 cells (colon tumor, human). actives 1.5% (n = 140,000). HCT116 beta-catenin knockout viability, CellTiter-Glo, 60 h; hits give low values. viability, % at 10 µM;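 active = viability at or under a set limit, the compound median less 4 SD, cut at about 6% in these data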;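 note: 0% = Hyamine 1622 control at 20 µM and 100% = untreated cell control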
Phagocyt inh: inhibitors of macrophage phagocytosis, primary screen, imaging, J774A.1 cells, IgG beads. J774A.1 macrophage IgG-bead phagocytosis. inhibition, % at 5 µM. actives 0.07% (n = 110,000);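 active = inhibition above the mean of the plate negative controls plus 5 SD, cut at about 13% in these data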;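 note: phagocytic index as fraction of beads internalized from green versus red external bead signal; plate controls were DMSO negative control for no effect and cytochalasin-D positive control for full effect; some results beyond the cut were filed as inactive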
Measles CPE: compounds protecting cells from measles virus cytopathic effect, primary screen, measles RdRp inhibitor project, single point, MLSMR library, absorbance | Measles virus-infected cells, CPE protection | protection (pct of control), % at 4 µM | actives 1.5% (n = 140,000) | AID 841, 2007; in the data active = protection mostly above about 24%, no sharp cut-off; inactive = mostly below about 26%; note: some compounds called inactive have numbers as strong as hits
E-sel TNF inh: E-selectin induction blockers in HUVEC – imaging, immunofluorescence, high content, primary screen; inhibition, % at 2 µM; HUVEC TNFa-induced E-selectin immunofluorescence; AID 1246, 2008; actives 0.71% (n = 120,000);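 active = inhibition above the batch mean plus 3 SD, and confirmed as a hit on visual image review, cut at about 43% in these data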;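 note: 0% = TNF-stimulated DMSO wells and 100% = unstimulated control wells; not every result past the cut was called active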
GALR2 antag: GALR2 antagonists in receptor-expressing cells, primary screen | antagonist mode | actives 0.39% (n = 140,000) | inhibition, % at 4 µM | Galanin receptor type 2 (Homo sapiens), O43603; in the data active = inhibition above about 27%;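 note: cells stimulated with galanin 1-16 at roughly its EC80; 0% = agonist challenge control and 100% = basal control without agonist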
Target sequence (O43603 whole entry, looked up): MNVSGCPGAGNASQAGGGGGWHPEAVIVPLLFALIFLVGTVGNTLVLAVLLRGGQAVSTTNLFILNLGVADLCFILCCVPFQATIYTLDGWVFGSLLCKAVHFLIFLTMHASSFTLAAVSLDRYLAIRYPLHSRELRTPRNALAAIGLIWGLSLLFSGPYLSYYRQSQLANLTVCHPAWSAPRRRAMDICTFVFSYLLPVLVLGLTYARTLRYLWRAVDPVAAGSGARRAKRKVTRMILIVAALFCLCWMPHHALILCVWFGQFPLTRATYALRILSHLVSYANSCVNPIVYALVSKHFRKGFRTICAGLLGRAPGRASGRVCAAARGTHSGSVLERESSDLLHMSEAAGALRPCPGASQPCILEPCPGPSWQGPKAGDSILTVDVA
The depositor's hits bear a star; / = no result given.

item	compound	Phagocyt inh	GALR2 antag	E-sel TNF inh	Yeast growth inh	MRP1 act
1	O=C(NCC(=O)N(c1cccnc1)C(C(=O)NCc1ccco1)c1ccccc1)c1ccco1 (centres undefined)	0	0	5	-5	-2.6
2	COC(=O)[C@@]1(Cc2ccc(OC)cc2)[C@H]2c3cc(C(=O)N4CCCC4)n(CCO)c3C[C@H]2CN1C(=O)c1ccccc1	/	7	-10	4	-1.8
3	O=C(Nc1ccccc1N1CCCC1)c1cc2ccccc2o1	/	7	0	-46	-2.3
4	C=CCSC(=C(C#N)C#N)c1cc2c([nH]1)CCCC2	0	31*	10	61*	-5.5
5	CCNS(=O)(=O)c1ccc(NC(=O)Nc2cccc(C(F)(F)F)c2)cc1	4	4	-9	-36	-3.1
6	CCOc1cc(CNC(C)C)c(Cl)cc1OCC(=O)NCCc1ccccc1	-1	11	11	-14	-1.0
7	COc1ccc(/C=C/C(=O)Nc2ccccc2C(F)(F)F)cc1	7	-3	/	-51	-0.9
8	Cc1ccc2cc(C#N)c(SCC(=O)N3CCCc4ccccc43)nc2c1	-12	1	/	4	0.0
9	CCCCn1c(=N)n(CC(=O)C(C)(C)C)c2ccccc21	0	5	-36	-26	-0.2
10	CCOc1ccccc1OCCOCCOc1ccccc1[N+](=O)[O-]	-4	-12	/	-12	-2.5
11	COc1cc(CNC2CCCC2)cc(Cl)c1OCc1ccccc1F	4	-9	9	-42	-4.8
12	CCOc1ccccc1NC(=O)C1CCN(S(=O)(=O)c2c(C)nn(C)c2C)CC1	0	0	-10	-10	0.0
13	CCC(=O)c1cn(CC(=O)NCC2CCCO2)c2ccccc12 (centres undefined)	0	12	0	11	-0.8
14	CCCCOc1ccc(-c2nnn(CCC(=O)N3CCOCC3)n2)cc1	1	-7	/	-14	-1.2
15	N/C(Cc1ccccc1Sc1ccccc1)=N\O	-7	19	/	-14	-2.1

item	Yeast life ext	NPY Y2 blocker	PTEN del growth	Measles CPE	HCT116 bCat-KO
1	-13	-1	99	6	86
2	1	1	78	8	75
3	-20	3	80	9	81
4	-8	-2	1.9*	1	2.6*
5	-3	-4	22	6	18
6	-7	3	73	0	85
7	-1	4	96	3	102
8	3	1	79	/	84
9	-7	12	80	3	97
10	-6	1	85	24	85
11	-7	9	1.1*	5	1.1*
12	-7	2	100	11	106
13	-7	1	84	3	77
14	-8	1	86	6	78
15	0	3	103	11	96

Additional structures follow.
item	compound	Phagocyt inh	GALR2 antag	E-sel TNF inh	Yeast growth inh	MRP1 act
16	O=C(CCc1ccccc1)NNC(=O)c1ccccc1C(=O)O	-2	4	-9	-39	0.8
17	N#Cc1ccc(CSc2nnc(-c3ccccn3)n2-c2ccc(Cl)cc2)cc1	-3	-25	-22	-5	-1.4
18	COC(=O)c1ccc(C(=O)OC)nc1	4	8	/	-12	-0.6
19	Cc1ccc(NC(=O)CCc2ccc(S(=O)(=O)NC3CCCCC3)cc2)cc1	/	14	15	-23	-2.4
20	COc1ccc(N(CC(=O)Nc2cccc(N(C)S(C)(=O)=O)c2)S(C)(=O)=O)cc1OC	1	-5	-12	-5	-2.9
21	O=C(CS(=O)(=O)c1cn(Cc2ccc(Cl)cc2)c2ccccc12)N1CCCCC1	0	0	/	-10	-1.2
22	Cc1[nH]n(-c2ccccc2)c(=O)c1N=Nc1ccccc1C(=O)N1CCOCC1	-2	0	10	-40	-1.5
23	COC(=O)c1ccccc1NC(=O)COc1ccc(S(=O)(=O)N2CCCC2)cc1C	0	9	-7	-58	-1.0
24	Cn1nc(SCC(=O)O)sc1=S	-2	-2	2	-67	0.6
25	COc1cccc(Nc2ncccc2C(=O)NCc2ccccc2)c1	-6	12	-1	-88	-1.0
26	CCc1ccccc1N(C1=NCCCS1)S(=O)(=O)c1ccc(C(C)(C)C)cc1	-4	-11	/	-33	-0.1
27	O=C(Cn1cnc2ccccc21)OCC(=O)N1CCCc2ccccc21	0	5	-62	-24	-0.9
28	CC(NC(=O)CCC(=O)N1CCN(S(=O)(=O)c2ccc(Cl)cc2)CC1)c1ccccc1 (centres undefined)	-1	5	-2	-19	-1.2
29	Cc1cc(C)cc(C(=O)NCC(=O)OCC(=O)N(C)C2CCS(=O)(=O)C2)c1 (centres undefined)	-12	-6	14	-21	0.5
30	Cc1ccc(S(=O)(=O)Nc2ccccc2-c2ccccc2NS(=O)(=O)c2ccc(C)cc2)cc1	/	-4	-9	-14	-1.0

item	Yeast life ext	NPY Y2 blocker	PTEN del growth	Measles CPE	HCT116 bCat-KO
16	9	2	95	5	98
17	4	2	95	16	101
18	-10	-1	102	32	93
19	-14	1	84	31	82
20	0	4	86	43*	85
21	-6	4	92	1	101
22	-3	0	52	3	37
23	-11	3	102	20	93
24	0	0	108	33	107
25	-18	2	82	3	95
26	3	10	63	19	68
27	3	3	104	24	105
28	-1	4	86	7	87
29	0	4	93	3	85
30	15	-1	76	25	76

Reprinted at random: 2 records from the list, in no set order.
item	compound	Phagocyt inh	GALR2 antag	E-sel TNF inh	Yeast growth inh	MRP1 act
19	Cc1ccc(NC(=O)CCc2ccc(S(=O)(=O)NC3CCCCC3)cc2)cc1	/	14	15	-23	-2.4
26	CCc1ccccc1N(C1=NCCCS1)S(=O)(=O)c1ccc(C(C)(C)C)cc1	-4	-11	/	-33	-0.1

item	Yeast life ext	NPY Y2 blocker	PTEN del growth	Measles CPE	HCT116 bCat-KO
19	-14	1	84	31	82
26	3	10	63	19	68

More entries
item	compound	Phagocyt inh	GALR2 antag	E-sel TNF inh	Yeast growth inh	MRP1 act
31	Cc1cccc(Cn2c(=O)n(-c3ccc(CC(=O)NCc4ccco4)cc3)c(=O)c3sccc32)c1	1	-3	/	3	-4.7
32	CN(C)c1nc(N2CCN(c3ccccc3)CC2)c(C#N)c(=O)o1	0	-3	-18	-46	1.2
33	CN(C(=O)COC(=O)c1cc(-c2ccccc2Cl)nc2ccccc12)C1CCS(=O)(=O)C1 (centres undefined)	-4	-11	11	-24	-2.9
34	CN1C(=O)CS(=O)c2ccc(C(=O)NC3CC3)cc21 (centres undefined)	0	3	-2	17	-0.1
35	COc1ccc(N2C(=O)C3CCCN3C2c2cccc(OC)c2OC)cc1 (centres undefined)	0	-11	6	-21	-0.9
36	Cc1ccc(-n2ncc3c(=O)n(Cc4cccnc4)cnc32)cc1	-1	-2	/	-13	-0.4
37	CN=C(Nc1cccc(OC)c1)SC1CC(=O)N(c2ccc(C(=O)O)cc2)C1=O (centres undefined)	-11	7	/	4	-0.3
38	O=C(c1ccccc1C(=O)N(c1ccccc1)c1ccccc1)N1CCCCC1	-3	0	/	-17	-2.6
39	COc1ccccc1-c1nnc(SCC(=O)Nc2ccc(S(N)(=O)=O)cc2)n1C	0	-18	17	-53	-0.8
40	COc1ccc(C2NC(=O)NC(O)(C(F)(F)F)C2C(=O)c2ccc(C)cc2)cc1 (centres undefined)	0	7	-12	-36	-1.1
41	O=C(COC(=O)CCC(=O)c1ccc(F)cc1)Nc1ccc(N2CCOCC2)cc1	-1	8	7	-2	-1.1
42	COc1cccc(-n2c(COc3ccc(C)cc3)nnc2SCC(N)=O)c1	1	-121	17	-26	-0.6
43	CCC(CC)c1nnc(NC(=O)c2c(-c3ccccc3)noc2C)s1	0	-6	/	-75	-1.1
44	COC(=O)CNC(c1ccccc1)c1cc(Br)ccc1NC(=O)CNC(=O)OCc1ccccc1 (centres undefined)	1	6	6	-54	-3.3
45	Cc1ccc(NC(=O)N/C=C/c2ccco2)c(C)c1	0	-3	12	-45	-1.0
46	O=C(O)C1C2C=CC(CC2)C1C(=O)O (centres undefined)	0	23	-27	13	1.6
47	C/C(=N\OCC(=O)NC12CC3CC(CC(C3)C1)C2)c1cc2ccccc2o1	7	-8	/	-9	1.2
48	CCNC(=S)Nc1cc(OCC)c(NC(=O)c2ccco2)cc1OCC	-9	2	/	-6	-3.3

item	Yeast life ext	NPY Y2 blocker	PTEN del growth	Measles CPE	HCT116 bCat-KO
31	-10	2	24	11	30
32	-5	-2	111	10	104
33	2	1	97	5	96
34	6	1	105	6	98
35	-4	5	102	21	96
36	-13	2	92	2	80
37	0	-3	103	2	92
38	2	1	92	9	96
39	-1	2	109	3	111
40	8	2	91	13	90
41	-5	0	97	23	95
42	-12	0	93	11	97
43	1	4	92	13	89
44	17	29*	65	3	59
45	-22	-2	101	22	102
46	-9	1	98	4	108
47	3	13	73	19*	75
48	-5	2	100	37	102

Compound profiles, from the list above:
CCC(CC)c1nnc(NC(=O)c2c(-c3ccccc3)noc2C)s1 as listed: Phagocyt inh = 0; GALR2 antag = -6; E-sel TNF inh = /; Yeast growth inh = -75; MRP1 act = -1.1; Yeast life ext = 1; NPY Y2 blocker = 4; PTEN del growth = 92; Measles CPE = 13; HCT116 bCat-KO = 89
C/C(=N\OCC(=O)NC12CC3CC(CC(C3)C1)C2)c1cc2ccccc2o1 as listed: Phagocyt inh = 7; GALR2 antag = -8; E-sel TNF inh = /; Yeast growth inh = -9; MRP1 act = 1.2; Yeast life ext = 3; NPY Y2 blocker = 13; PTEN del growth = 73; Measles CPE = 19*; HCT116 bCat-KO = 75

Screening data (PubChem BioAssay)

Random draw from the library (roughly 6.1% active in at least one column).
